Screening results deposited in PubChem BioAssay by National Center for Advancing Translational Sciences (NCATS).
ELG1 genotoxic: genotoxicity induction in ELG1-luciferase HEK293T cells; HEK293T ELG1-luciferase reporter, luminescence, 16 h; Potency, µM (highest dose often 46 µM), for inactives: at the top dose activity change, positive = activation, hits mostly activators; actives 1.3% (n = 330,000); note: % of control where 0% means no effect; nearly all actives have a fitted effect of over 60% in size
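16 hr compound incubation (37 °C, 5% CO2) of HEK293T cells carrying luciferase-tagged ELG1; luciferase then measured by ONE-Glo luminescence after 30 min at RT.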
Rab9 promoter act: activates the Rab9 promoter | Huh7 Rab9 promoter-luciferase reporter, luminescence, 24 h | Potency, µM (top dose mostly 9.22 µM), without a hit: top-dose activation, negative = inhibition, most hits filed as activators | actives 2.8% (n = 320,000) | AID 485297; note: % of control where 0% means no effect; nearly all actives have a fitted effect of over 60% in size
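Huh7 cells stably carrying Rab9 promoter–luciferase reporter, plated 1500 cells/well, compound added after 2 h and incubated 24 h at 37 °C; luciferase luminescence then read after 10 min with detection reagent.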
p53 reactivation: re-activators of mutant p53; H1299 p53-A138V BP100-luciferase reporter, luminescence, 24 h; Potency, µM (titrated, usually from 92.2 µM), for the others: at the highest dose activity change, positive = activation, actives largely listed as activators; actives 0.063% (n = 320,000); AID 504706; note: % of control where 0% means no effect; nearly all actives have a fitted effect of over 45% in size
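p53-null H1299 cells stably carrying temperature-sensitive p53-A138V and a BP100-luciferase reporter were pinned with compounds (4-point, 1:5 series) and held 24 hrs at 37 deg C. Luminescence was read 10 min after detection reagent.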
Gal4-VP16 FLuc: Gal4-VP16 reporter inhibition counter-screen | Drosophila S2 Gal4-VP16 UAS-luciferase, luminescence, 20 h | Potency, µM (series often up to 53.6 µM), without a hit: top-dose activity, negative = inhibition, usual class: inhibitors | actives 3.5% (n = 310,000);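 note: Gal4-VP16 expression switched on by copper sulfate through the metallothionein promoter; % is set by controls: 0 for no effect and ±100 for the full control effect; nearly all actives have a fitted effect of over 50% in size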
FLuc counter: firefly luciferase modulation, counter-screen for miR-21 project | actives 6.9% (n = 360,000) | AID 588342 | purified FLuc, Km substrates, luminescence inhibition | Potency, µM (highest dose often 57.5 µM), for inactives: at the highest dose activity change, negative = inhibition, usual class: inhibitors;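 note: plate controls were vehicle for no effect and reference inhibitor for full effect; nearly all actives have a fitted effect of over 55% in size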
Target sequence (P08659 whole entry, looked up): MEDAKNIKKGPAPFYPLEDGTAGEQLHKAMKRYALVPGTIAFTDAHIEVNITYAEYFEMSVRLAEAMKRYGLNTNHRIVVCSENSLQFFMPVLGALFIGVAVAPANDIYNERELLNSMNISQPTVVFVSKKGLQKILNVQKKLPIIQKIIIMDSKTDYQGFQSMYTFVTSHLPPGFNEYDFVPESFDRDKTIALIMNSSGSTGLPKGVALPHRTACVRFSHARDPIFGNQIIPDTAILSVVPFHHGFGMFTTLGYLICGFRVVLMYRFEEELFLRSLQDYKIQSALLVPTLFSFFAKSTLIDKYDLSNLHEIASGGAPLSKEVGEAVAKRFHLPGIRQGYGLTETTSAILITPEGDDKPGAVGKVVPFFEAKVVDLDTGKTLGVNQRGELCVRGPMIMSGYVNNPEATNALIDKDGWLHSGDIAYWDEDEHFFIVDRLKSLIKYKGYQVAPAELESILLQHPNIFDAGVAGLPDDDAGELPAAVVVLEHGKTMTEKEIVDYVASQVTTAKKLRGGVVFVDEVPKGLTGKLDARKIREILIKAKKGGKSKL
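Purified P. pyralis luciferase, 10 nM final, with Km-level 10 uM D-luciferin and 10 uM ATP in 50 mM Tris acetate pH 7.5, 10 mM Mg acetate, 0.01% Tween-20, 0.05% BSA; 6-point qHTS titration about 60 µM downward; luminescence read.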
NPC1 prom act: activates the NPC1 promoter. Huh7 NPC1 promoter luciferase reporter, 24 h. Potency, µM (highest dose often 9.22 µM), for inactives: at the top dose activation, hits mostly activators. actives 2.4% (n = 320,000). AID 485313;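 note: % of control where 0% means no effect; nearly all actives have a fitted effect of over 60% in size; reporter is driven by a mutant NPC1 promoter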
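Luminescence read-out of NPC1 promoter-driven luciferase in stably transfected Huh7 cells; compounds delivered in DMSO and left 24 h at 37C, 5% CO2, qHTS titration format.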
BRCA1 expr up: activators of BRCA1 expression; actives 1.1% (n = 380,000); MCF7-BRCA1-FFLuc reporter, luminescence, 48 h; response scale: scaled: vehicle 0%, 10 µM genistein 100%; AID 624202; Potency, µM (titrated, usually from 46.1 µM), inactives show top-dose activation, actives largely listed as activators; note: nearly all actives have a fitted effect of over 80% in size; some results filed as inactive show a strong effect at the top dose
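Using MCF7 cells harboring a BRCA1 firefly luciferase reporter, plated 2 h before compound pinning, the screen measured luminescence after 48 h incubation. Responses were normalized to DMSO and 10 microM genistein, then fitted for concentration-effect.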
MBNL1-CUG inh: inhibitors of human MBNL1 binding to CUG repeat RNA. Q9NR56. TR-FRET MBNL1-His/biotin-(CUG)12 binding, 665/545 ratio. Potency, µM (doses to about 57.5 µM), without a hit: at the highest dose activity change, negative = inhibition, hits mostly inhibitors. actives 0.036% (n = 280,000); active = well fitted inhibition curve with a large enough effect in the signal ratio, with a control signal flat, not every such curve was filed as active; inconclusive = small, poorly fitted or top-dose-only effect, or effect the other way, or a change in a side signal; inactive = no such curve, though single readings can be large or run the other way; the % refers to the signal ratio; note: % is set by controls: 0 for no effect and ±100 for the full control effect
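MBNL1-His + Biotin-(CUG)12, cpd titration 92 nM–58 uM; Tb anti-His Ab 0.055 ng/ul, SA-XL665 5 nM (final); 60 min RT; ratiometric 665/545 nm, Ex 340 nm; normalized to buffer and full-complex controls.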
uPA surface inh: inhibitors of cell surface uPA generation | cell surface uPA generation assay, qHTS | Potency, µM (series often up to 38.3 µM), for the others: at the highest dose activity change, negative = inhibition, hits mostly inhibitors | actives 0.31% (n = 330,000) | AID 540303; active = well fitted inhibition curve with a large enough effect; inconclusive = small, poorly fitted or top-dose-only effect; inactive = no such curve, though single readings can be large or run the other way; tested in mouse RAW 264.7 cells; note: % is set by controls: 0 for no effect and ±100 for the full control effect; nearly all actives have a fitted effect of over 55% in size
RORgamma inh: blocks mouse ROR gamma transcriptional activity; actives 5.4% (n = 310,000); AID 2551; Potency, µM (doses to about 53.6 µM), without a hit: at the top dose activity change, negative = inhibition, usual class: inhibitors; P51450; Drosophila S2 Gal4-RORgamma UAS-luciferase reporter, 20 h; note: % is set by controls: 0 for no effect and ±100 for the full control effect; nearly all actives have a fitted effect of over 60% in size
Target sequence (P51450 whole entry, looked up, the tested form may be a part): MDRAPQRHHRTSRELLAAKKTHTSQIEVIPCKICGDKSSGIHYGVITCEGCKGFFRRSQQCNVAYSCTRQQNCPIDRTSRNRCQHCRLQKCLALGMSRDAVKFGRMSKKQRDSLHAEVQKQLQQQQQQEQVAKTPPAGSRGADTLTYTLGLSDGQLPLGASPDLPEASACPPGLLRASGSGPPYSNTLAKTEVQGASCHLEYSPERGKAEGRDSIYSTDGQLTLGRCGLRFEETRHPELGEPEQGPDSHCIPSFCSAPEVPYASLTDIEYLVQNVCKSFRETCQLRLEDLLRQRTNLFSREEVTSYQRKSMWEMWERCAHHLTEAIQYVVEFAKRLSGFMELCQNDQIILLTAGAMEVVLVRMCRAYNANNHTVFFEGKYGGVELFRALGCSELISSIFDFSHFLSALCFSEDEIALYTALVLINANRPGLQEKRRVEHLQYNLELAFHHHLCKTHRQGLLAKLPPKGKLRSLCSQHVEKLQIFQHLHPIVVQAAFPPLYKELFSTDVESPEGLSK
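Drosophila Schneider cells stably carrying a metallothionein-driven Gal4 DBD–ROR gamma fusion and a UAS-Photinus luciferase reporter were exposed to compound for 1 hr, then induced with copper sulfate (700 uM final) for 20 hr at ambient temperature before luminescence reading.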
Numbers without * were called inactive; [ ] = dose if it differs, or a comment. Unless noted, calls come from the whole dose curve; as a rule, active = well fitted curve in the direction sought with a large enough effect; inconclusive = small, poorly fitted or top-dose-only effect, or another doubt; inactive = no such curve, though single readings can be large; an effect the other way counts as inactive or inconclusive. Potency is the fitted concentration of half-maximal effect.

Screening CCNC(=O)COC(=O)c1csc2c1CCCC2 returned ELG1 genotoxic 0%, Rab9 promoter act -6%, p53 reactivation -1%, Gal4-VP16 FLuc inconclusive, FLuc counter -5%, NPC1 prom act -4%, BRCA1 expr up -2%, MBNL1-CUG inh -12%, uPA surface inh 2% and RORgamma inh 7%.
CCC(=O)c1ccc(OCC(O)Cn2nc(C)c(C(C)=O)c2C)cc1 (stereo not given) was read as ELG1 genotoxic -6%, Rab9 promoter act -10%, p53 reactivation -2%, Gal4-VP16 FLuc -1%, FLuc counter 4%, NPC1 prom act -5%, BRCA1 expr up 0%, MBNL1-CUG inh -19%, uPA surface inh 15% and RORgamma inh 35%.
Screening COc1cccc(CNCC(=O)N2C(C)CCCC2C)c1 (stereo not given) returned ELG1 genotoxic 0%, Rab9 promoter act -5%, p53 reactivation 17%, Gal4-VP16 FLuc 5%, FLuc counter -1%, NPC1 prom act -3%, BRCA1 expr up 5%, MBNL1-CUG inh -6% and RORgamma inh -9%.
O=C(Cc1cccs1)N1CCN=C1SCc1ccc(Br)cc1 was read as ELG1 genotoxic 0%, Rab9 promoter act 3%, p53 reactivation 2%, Gal4-VP16 FLuc -18%, FLuc counter -3%, NPC1 prom act -2%, BRCA1 expr up -33%, MBNL1-CUG inh -4%, uPA surface inh -11% and RORgamma inh -21%.
Cn1cnnc1Sc1nc2ccccc2nc1NS(=O)(=O)c1ccccc1 was read as ELG1 genotoxic 0%, Rab9 promoter act -7%, p53 reactivation -10%, Gal4-VP16 FLuc -4%, FLuc counter 8%, NPC1 prom act 1%, BRCA1 expr up -21%, MBNL1-CUG inh 48%[activator], uPA surface inh -1% and RORgamma inh 6%.
Screening NC(=O)c1ccc(-n2nnnc2Oc2ccccc2C(=O)N2CCOCC2)cc1 returned ELG1 genotoxic 2%, Rab9 promoter act -1%, p53 reactivation 9%, Gal4-VP16 FLuc 1%, FLuc counter -1%, NPC1 prom act 0%, BRCA1 expr up -9%, MBNL1-CUG inh 4%, uPA surface inh 0% and RORgamma inh -14%.
`N#Cc1ccc2ccn(CC(=O)NC3CCCCC3)c2c1` gave ELG1 genotoxic -1%, Rab9 promoter act -6%, p53 reactivation -2%, Gal4-VP16 FLuc -12%, FLuc counter -1%, NPC1 prom act -3%, BRCA1 expr up 0%, MBNL1-CUG inh 27%, uPA surface inh 2% and RORgamma inh 13%.
For CN(C)CCNC(=O)C(=O)Nc1ccc2c(c1)N(S(=O)(=O)c1cccs1)CCC2 the results were ELG1 genotoxic 3%, Rab9 promoter act -5%, p53 reactivation -3%, FLuc counter -5%, NPC1 prom act -9%, BRCA1 expr up -71% and uPA surface inh 4.5µM*.
For COc1ccc(F)cc1C(=O)C1CCCN(Cc2cccn2-c2cccnc2)C1 (stereo not given) the results were ELG1 genotoxic -7%, Rab9 promoter act -15%, p53 reactivation -2%, Gal4-VP16 FLuc -7%, FLuc counter 0%, NPC1 prom act 0%, BRCA1 expr up -33%, MBNL1-CUG inh -10%, uPA surface inh -1% and RORgamma inh -11%.
Screening O=C(Nc1nc2ccccc2s1)c1cnccn1 returned ELG1 genotoxic 0.46µM*, Rab9 promoter act 0.32µM*, p53 reactivation 27%, Gal4-VP16 FLuc 5µM*, FLuc counter 2.1µM*, NPC1 prom act 1.1µM*, BRCA1 expr up -39%, MBNL1-CUG inh 1%, uPA surface inh -13% and RORgamma inh 3.2µM*.
Screening CC(C)(C)c1ccc(C(=O)CSc2n[nH]c(=O)[nH]c2=O)cc1 returned ELG1 genotoxic 8%, Rab9 promoter act 7%, p53 reactivation 9%, Gal4-VP16 FLuc 18%, FLuc counter 12µM*, NPC1 prom act 4%, BRCA1 expr up -6%, MBNL1-CUG inh 11%, uPA surface inh -3% and RORgamma inh inconclusive.
For COC(=O)c1cc2sccc2n1CC(=O)Nc1cccc(SC)c1 the results were Gal4-VP16 FLuc 11%, FLuc counter 1%, BRCA1 expr up -2%, MBNL1-CUG inh 0%, uPA surface inh 9% and RORgamma inh 8%.
CCNC(=O)n1cc(-n2cncn2)c(-c2ccc(Cl)cc2)n1 was read as ELG1 genotoxic 4%, Rab9 promoter act -6%, p53 reactivation -2%, Gal4-VP16 FLuc -2%, FLuc counter -1%, NPC1 prom act -2%, BRCA1 expr up -3%, MBNL1-CUG inh -1%, uPA surface inh -5% and RORgamma inh 25%.
CCOc1ccc2[nH]c3c(NCCOC)ncnc3c2c1 was read as ELG1 genotoxic 0%, Rab9 promoter act 8%, p53 reactivation 1%, Gal4-VP16 FLuc 11%, FLuc counter inconclusive, NPC1 prom act inconclusive, BRCA1 expr up 48%, MBNL1-CUG inh -8%, uPA surface inh 0% and RORgamma inh 24%.
Screening COc1ccc(/C=N/NC(=O)c2sccc2OCc2ccc(F)cc2)cc1OC returned ELG1 genotoxic 0%, Rab9 promoter act -1%, p53 reactivation -1%, Gal4-VP16 FLuc 3%, FLuc counter 13µM*, NPC1 prom act -8%, BRCA1 expr up -25%, MBNL1-CUG inh 9%, uPA surface inh 2% and RORgamma inh 10%.
`NNC(=O)CCC(=O)Nc1ccccc1` gave ELG1 genotoxic 1%, Rab9 promoter act -1%, p53 reactivation 1%, Gal4-VP16 FLuc 2%, FLuc counter -1%, NPC1 prom act -1%, BRCA1 expr up -4%, MBNL1-CUG inh 4%, uPA surface inh 18% and RORgamma inh 15%.
Screening CN(C)CCCNC(=O)C[C@H]1C[C@H](C(=O)N2CCCCC2)[C@@]2(C)c3[nH]c4cc(-c5ccco5)ccc4c3CCN2C1=O returned ELG1 genotoxic inconclusive, p53 reactivation 1%, BRCA1 expr up -10% and uPA surface inh 5%.
Screening Cc1cc(C)c2nc(N)sc2c1 returned ELG1 genotoxic inconclusive, Rab9 promoter act 1%, p53 reactivation 7%, Gal4-VP16 FLuc 27%[0.365 µM], FLuc counter inconclusive, NPC1 prom act 11%, BRCA1 expr up 40%, MBNL1-CUG inh -5%, uPA surface inh -3% and RORgamma inh 41%.
`O=C(c1ccco1)N1CCN(C(=O)c2cc3ccccc3oc2=O)CC1` gave ELG1 genotoxic 1%, Rab9 promoter act -7%, p53 reactivation 0%, Gal4-VP16 FLuc -1%, FLuc counter 0%, NPC1 prom act -1%, BRCA1 expr up 9%, MBNL1-CUG inh -3%, uPA surface inh -1% and RORgamma inh -3%.
Screening Cc1ccc(-c2nonc2NC(=O)c2ccco2)cc1 returned ELG1 genotoxic 3%, Rab9 promoter act 0%, p53 reactivation 3%, Gal4-VP16 FLuc -9%, FLuc counter 6%, NPC1 prom act -3%, BRCA1 expr up inconclusive, MBNL1-CUG inh -24%, uPA surface inh -8% and RORgamma inh -8%.
For COCC1CCCN(Cc2cn[nH]c2-c2cc3ccccc3o2)C1 (stereo not given) the results were ELG1 genotoxic 2%, Rab9 promoter act -34%[inhibitor], p53 reactivation 0%, Gal4-VP16 FLuc 12%, FLuc counter -3%, NPC1 prom act -2%, BRCA1 expr up -13%, MBNL1-CUG inh 2%, uPA surface inh -1% and RORgamma inh 1%.
`S=c1[nH]nc(-c2cc(-c3ccccc3)n[nH]2)n1/N=C/C=C/c1ccco1` gave ELG1 genotoxic 5%, Rab9 promoter act 0%, p53 reactivation 8%, Gal4-VP16 FLuc -11%, FLuc counter 13µM*, NPC1 prom act -3%, BRCA1 expr up -7%, uPA surface inh -1% and RORgamma inh inconclusive.
COCCNC(=S)Nc1ccc(N2CCCCC2)cc1 was read as ELG1 genotoxic 6%, Rab9 promoter act 7%, p53 reactivation 4%, Gal4-VP16 FLuc -19%, FLuc counter inconclusive, NPC1 prom act 7%, BRCA1 expr up 61%, MBNL1-CUG inh -4%, uPA surface inh 4% and RORgamma inh inconclusive.
CCNc1nc(NCC)nc(N/N=C/c2ccc(Br)cc2)n1 was read as ELG1 genotoxic -10%, Rab9 promoter act -3%, p53 reactivation -4%, Gal4-VP16 FLuc -16%, FLuc counter -13%, NPC1 prom act -15%, BRCA1 expr up -1%, uPA surface inh -7% and RORgamma inh 18µM*.
CCOC(=O)c1sc(/S(C)=N\S(=O)(=O)c2cccc(Cl)c2)c2c1CCC=C2 (stereo not given) was read as ELG1 genotoxic -4%, Rab9 promoter act 2%, p53 reactivation 9%, Gal4-VP16 FLuc -1%, FLuc counter -6%, NPC1 prom act 1%, BRCA1 expr up -38%, MBNL1-CUG inh 38%[activator], uPA surface inh -2% and RORgamma inh 30%.

Two compounds picked at random from those above, as already listed:
COCCNC(=S)Nc1ccc(N2CCCCC2)cc1 was read as ELG1 genotoxic 6%, Rab9 promoter act 7%, p53 reactivation 4%, Gal4-VP16 FLuc -19%, FLuc counter inconclusive, NPC1 prom act 7%, BRCA1 expr up 61%, MBNL1-CUG inh -4%, uPA surface inh 4% and RORgamma inh inconclusive.
CCNc1nc(NCC)nc(N/N=C/c2ccc(Br)cc2)n1 was read as ELG1 genotoxic -10%, Rab9 promoter act -3%, p53 reactivation -4%, Gal4-VP16 FLuc -16%, FLuc counter -13%, NPC1 prom act -15%, BRCA1 expr up -1%, uPA surface inh -7% and RORgamma inh 18µM*.
